# Compound activity from PubChem BioAssay.
# NTR1 ag – NTR1-driven beta-arrestin-GFP spot formation – imaging, U2OS cells, high content, primary screen (AID 493036). P30989. actives 0.17% (n = 330,000). activation, % at 20 µM. agonist mode;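 active means activation at or above 40% of the spot to cytoplasm intensity ratio, with at least 20 cells analyzed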;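 further: 0% = DMSO without peptide and 100% = 100 nM NTR1 peptide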
# Target sequence (P30989 whole entry, looked up): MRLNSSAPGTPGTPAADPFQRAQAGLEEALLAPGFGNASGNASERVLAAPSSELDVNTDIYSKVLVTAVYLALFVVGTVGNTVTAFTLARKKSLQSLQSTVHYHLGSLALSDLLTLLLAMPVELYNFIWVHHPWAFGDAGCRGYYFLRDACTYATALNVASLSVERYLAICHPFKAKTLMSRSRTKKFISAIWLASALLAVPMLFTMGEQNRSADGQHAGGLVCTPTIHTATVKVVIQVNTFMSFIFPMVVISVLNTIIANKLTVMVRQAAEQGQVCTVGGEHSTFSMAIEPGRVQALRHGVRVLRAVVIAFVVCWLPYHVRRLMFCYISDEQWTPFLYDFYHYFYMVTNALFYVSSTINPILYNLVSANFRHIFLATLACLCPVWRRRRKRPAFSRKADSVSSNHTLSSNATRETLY
# TNAP activation fold – stimulation of alkaline phosphatase TNAP activity – biochemical, luminescent, no phosphate acceptor, uHTS, primary screen (AID 1001). purified TNAP, luminescent activation assay, no phosphate acceptor; higher activation fold means a stronger effect. one-dose activation fold at 20 µM; EC50 in µM for titrated hits. actives 0.03% (n = 200,000); in the data active means activation fold from about 3, or a potency from the dose series; inactive means the rest, 99 in 100 with activation fold below about 1.6; further: many of its hits are not listed in these tables
# K1F lysis inhibition – inhibition of K1F phage lysis, E. coli UTI89, bacterial capsule biogenesis inhibitors, alamar blue (AID 488966); E. coli UTI89 K1F phage lysis, alamar blue, 2 h; higher % means a stronger effect; inhibition, % at 100 µM; hits with a dose series show IC50 in µM; actives 0.02% (n = 340,000);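 active means phage lysis inhibition, versus mean bacterial control, above a set limit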;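 further: capsule biogenesis inhibitors block K1F phage lysis so surviving cells raise fluorescence; higher fluorescence means more inhibition of phage lysis; actives were called in the ten point dose series up to 300 µM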
# Large T inhibition – SV40 large T antigen inhibitors, biochemical (AID 1903) | one-dose inhibition, % at 20 µM; IC50 in µM for titrated hits | actives 0.39% (n = 310,000) | SV40 large T antigen ATPase/helicase inhibition assay; higher % means a stronger effect; in the data active means a potency from the dose series; further: strong numbers were not always called active
# MgcRacGAP inhibition – MgcRacGAP GTPase-activating activity inhibitors, confirmation, biochemical, ADP Hunter fluorescence; one-dose inhibition, % at 30 µM; IC50 in µM for titrated hits; MgcRacGAP-stimulated Rac1 GTP hydrolysis, ADP Hunter fluorescence; higher % means a stronger effect; GST-tagged Rac1 F28L mutant substrate; actives 0.6% (n = 340,000); AID 624330;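 active means first-screen hits whose inhibition reached a set limit at any dose in the follow-up dose series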;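 further: fluorescence reports GDP produced by GAP-driven GTP hydrolysis; strong numbers were not always called active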
# RSV CPE inhibition – inhibition of RSV-induced cytopathic effect – HEp-2 cells, primary 10 µM value included (AID 2391); HEp-2 cells, RSV-induced CPE inhibition; higher % means a stronger effect; one-dose CPE inhibition, % at 10 µM; IC50 in µM for titrated hits; actives 0.13% (n = 310,000); in the data active means a potency from the dose series; further: strong numbers were not always called active
# PhoP inhibition – PhoP-dependent GFP reporter repression – Salmonella Typhimurium, primary screen (AID 1863); inhibition, % at 50 µM, or IC50 in µM where a hit was titrated; actives 0.16% (n = 300,000); S. Typhimurium PhoP-regulated promoter GFP reporter, 4 h; higher % means a stronger effect;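 active means inhibition over 29.93%, a cutoff 3 SD above the screen mean, later confirmed by dose response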;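 further: 0% = low Mg2+ inducing control and 100% = high Mg2+ repressing control; strong numbers were not always called active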
# Myeloid diff MLP – promotes myeloid progenitor differentiation; ER-HoxA9 myeloid progenitors, lysozyme-GFP differentiation, flow cytometry; calls only at 10 µM; actives 1% (n = 360,000); AID 624256;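 active means normalized GFP-positive differentiation at or above the plate's own cutoff, the solvent-only control mean plus 3 SD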;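 further: cells exposed to compound for four days before flow analysis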
# T cell HTS – T cell immune modulation candidate; calls only at 7 µM; 2C CD8+ T cell-vesicle binding, flow cytometry; active compounds read low; actives 0.068% (n = 330,000);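 active means response, share of CD8 T cells binding vesicles, and their 90th percentile fluorescence all below set limits, cut at about 80% in these data, passing the limit was not always enough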
#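 System: murine 2C transgenic CD8+ T lymphocytes; also added: QL9-loaded Drosophila micro-vesicles; times: binding 1.5 h at 37 °C; measured by: flow cytometry, PE anti-B7-1 (FL2) versus Alexa647 anti-CD8 (FL8), PFA-fixed; control set: Peptide-free naked vesicles (low) and QL9 vesicles with 0.7% DMSO vehicle (high)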
# T cell HTS vesicle-bound % – also measured in T cell HTS; calls as there; double positive events, %; measured here: CD8+ vesicle-bound cell fraction;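 binding gate set so that unloaded-vesicle control wells show 10% double positive cells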
# NTR1 ag cell count 20 µM – also measured in NTR1 ag; calls as there; cell count; measured here: cell count, cytotoxicity flag
# Myeloid diff MLP GFP+ MAC1+ % – second read-out of Myeloid diff MLP, no call of its own (marks repeat the call); GFP+ MAC1+ double positive, %; measured here: differentiation confirmed by MAC1 staining
# * marks the source's active call; other numbers are inactive results; i = inactive; . = no result given; [ ] = dose if it differs, or a comment.
SMILES,NTR1 ag,NTR1 ag cell count 20 µM,TNAP activation fold,K1F lysis inhibition,Large T inhibition,MgcRacGAP inhibition,RSV CPE inhibition,PhoP inhibition,Myeloid diff MLP,Myeloid diff MLP GFP+ MAC1+ %,T cell HTS,T cell HTS vesicle-bound %
COC(=O)c1sccc1NC(=O)CN(C)NS(=O)(=O)c1ccc(Cl)cc1,-2.4,67,1,1.7%,7%,8%,0.8%,9%,i,0.3,i,6
S=C(NCc1ccco1)Nc1cc(-c2ccccc2)[nH]n1,0.2,58,1.1,0.7%,8%,3%,2.0%,-6%,i,0.5,i,24
CCOC(=O)N1CC=C2C(C#N)=C(N)C(C#N)(C#N)[C@H](c3ccccc3OCC)[C@H]2C1,3.3,73,1.1,1.9%,14%,-1%,3.5%,-9%,i,7.2,i,4
CN(C)/C=C1/N=C(c2ccccc2)OC1=O,-0.8,59,1,0.4%,9%,6%,0.0%,0%,i,0.2,i,21
CCOC(=O)c1ccc(CNCc2ccc(Br)cc2)cc1,-1.2,67,1.1,0.4%,3%,5%,0.5%,5%,i,1.0,i,62
COc1ccc(NC(=O)COC(=O)C2CCN(S(=O)(=O)c3cccs3)CC2)cc1OC,3.1,49,.,-1.3%,.,2%,.,.,i,0.7,i,34
N#Cc1nc(COc2ccc(Br)cc2)oc1NCCCn1ccnc1,-3.8,70,1.1,5.9%,8%,7%,-1.7%,6%,i,0.1,i,56
CCC1Oc2ccccc2N(CC(=O)NC2CCCC2)C1=O (centres undefined),-1.1,37,.,0.5%,3%,5%,0.7%,-2%,i,3.1,i,21
Cn1c(N)c(C(=O)c2ccc(F)cc2F)c(=O)n(C)c1=O,-1.0,51,1.1,1.6%,12%,8%,0.6%,0%,i,0.2,i,54
OC(Cn1cncn1)(c1ccccc1)c1ccccc1,55*,80*,1.1,2.5%,11%,0%,2.1%,1%,i,0.9,i,12
Cc1nc(NC(C)c2ccccc2)c2oc3ccccc3c2n1 (centres undefined),5.9,37,1.1,-0.5%,0%,10%,-1.3%,-3%,i,2.4,i,42
O=C(CN1C(=O)S/C(=C\c2ccc(Cl)cc2)C1=O)NCCCn1ccnc1,-0.4,55,.,0.3%,-5%,1%,-0.9%,5%,i,3.0,i,14
O=C1C2C3CC(C(Br)C3Br)C2C(=O)N1c1ccccn1 (centres undefined),-0.9,93,1,0.4%,1%,6%,1.7%,17%,i,0.2,i,54
COc1ccc(Nc2nccc3c2nnn3C)cc1,-0.9,69,1.1,0.6%,3%,1%,1.2%,1%,i,0.5,i,16
CN(C)S(=O)(=O)c1ccc(N2CCCC2)c(C(=O)Nc2ccc(N3CCOCC3)cc2)c1,-0.3,100,1,1.5%,8%,4%,2.4%,-7%,i,0.6,i,26
FC(F)(F)c1cc(-c2ccc(Cl)cc2)nc(NCc2cccnc2)n1,17,73,1,-1.1%,-1%,3%,-0.4%,6%,i,1.5,i,28
Cc1ccc(OCC(=O)NCc2cccnc2)cc1,0.2,66,1.1,0.0%,-5%,4%,0.7%,1%,i,0.5,i,32
O=C(NCCCn1ccnc1)C(=O)NCC1OCCN1S(=O)(=O)c1ccc(Cl)cc1 (centres undefined),0.8,93,1,0.1%,5%,8%,0.3%,4%,i,0.6,i,54
C[C@@H]1CC=C[C@H]2[C@H]1C(=O)N(Cc1ccccc1)[C@H]2c1ccc2ccccc2c1Br,43*,59*,.,-1.8%,.,8%,.,2%,i,3.0,.,.
COc1cccc(C2C([N+](=O)[O-])=C(N)Oc3cc(C)oc(=O)c32)c1 (centres undefined),-1.4,38,.,1.1%,68%,7%,-2.5%,-2%,i,1.0,i,31

# Quoted at random: five compounds from above, in no set order.
SMILES,NTR1 ag,NTR1 ag cell count 20 µM,TNAP activation fold,K1F lysis inhibition,Large T inhibition,MgcRacGAP inhibition,RSV CPE inhibition,PhoP inhibition,Myeloid diff MLP,Myeloid diff MLP GFP+ MAC1+ %,T cell HTS,T cell HTS vesicle-bound %
COc1cccc(C2C([N+](=O)[O-])=C(N)Oc3cc(C)oc(=O)c32)c1 (centres undefined),-1.4,38,.,1.1%,68%,7%,-2.5%,-2%,i,1.0,i,31
Cc1ccc(OCC(=O)NCc2cccnc2)cc1,0.2,66,1.1,0.0%,-5%,4%,0.7%,1%,i,0.5,i,32
O=C(NCCCn1ccnc1)C(=O)NCC1OCCN1S(=O)(=O)c1ccc(Cl)cc1 (centres undefined),0.8,93,1,0.1%,5%,8%,0.3%,4%,i,0.6,i,54
COc1ccc(NC(=O)COC(=O)C2CCN(S(=O)(=O)c3cccs3)CC2)cc1OC,3.1,49,.,-1.3%,.,2%,.,.,i,0.7,i,34
CN(C)S(=O)(=O)c1ccc(N2CCCC2)c(C(=O)Nc2ccc(N3CCOCC3)cc2)c1,-0.3,100,1,1.5%,8%,4%,2.4%,-7%,i,0.6,i,26

# Further entries follow.
SMILES,NTR1 ag,NTR1 ag cell count 20 µM,TNAP activation fold,K1F lysis inhibition,Large T inhibition,MgcRacGAP inhibition,RSV CPE inhibition,PhoP inhibition,Myeloid diff MLP,Myeloid diff MLP GFP+ MAC1+ %,T cell HTS,T cell HTS vesicle-bound %
CCCCn1c(SCC(=O)N2CCC(C(=O)OCC)CC2)nc2cc(S(N)(=O)=O)ccc21,1.4,44,1,0.7%,3%,10%,1.6%,-14%,i,0.7,i,33
Cn1ccnc1SC(=O)N1c2ccccc2Sc2ccccc21,1.7,76,1.1,0.9%,6%,20%,0.1%,-4%,i,1.4,i,14
CCCC1(C(=O)OCC)NC(c2ccc(OC)cc2OC)C2C(=O)N(c3ccc4c(c3)OCCO4)C(=O)C21 (centres undefined),0.4,52,1,0.6%,22%,6%,2.7%,-7%,i,0.7,i,44
CCOc1ccc(NC(=O)COc2ccc(C(=O)NCCc3ccccc3)cc2)cc1,2.2,42,1.1,1.9%[50 µM],1%,3%,0.3%,15%,i,0.6,i,11
O=C(O)c1cccc(N/N=C/c2sc(N3CCOCC3)nc2-c2ccccc2)c1,3.8,78,1,-1.0%[50 µM],28%,25%,5.4%,-9%,i,0.7,i,44
Cc1ccc(Nc2nc(C)cs2)cc1,0.9,79,1,0.1%,20%,15%,0.7%,-1%,i,0.9,i,62
COc1ccc(Br)cc1/C=N/NC(=O)CNC(=O)C1COc2ccccc2O1 (centres undefined),1.4,59,.,0.9%,10%,2%,2.8%,-9%,i,0.6,i,8
NS(=O)(=O)c1ccc(CCNC(=S)Nc2ccc(S(N)(=O)=O)cc2)cc1,-0.4,54,0.8,-1.4%,7%,6%,0.6%,-2%,i,0.6,i,40
Cc1nc2cc(-c3cccc(F)c3)nn2c(N2CCN(C(=O)c3ccco3)CC2)c1C,7.2,44,1.1,0.6%,3%,4%,13%,-3%,i,0.7,i,4
O=C(O)/C=C/C(O)c1ccc(Cl)cc1 (centres undefined),-0.6,68,.,2.1%,8%,-5%,-1.0%,14%,i,1.8,i,60
CCc1ccc(C2CC(c3ccco3)=NN2S(C)(=O)=O)cc1 (centres undefined),-0.5,21,1.2,-0.2%,12%,14%,6.7%,2%,i,1.3,i,43
Cc1cccc(-c2ccc3ncnc(NCc4cccnc4)c3c2)c1,2.3,73,.,0.7%,.,6%,2.4%,.,i,0.5,i,10
C/C(=N\Nc1ccc(C(=O)O)cc1)c1nc2ccccc2n1C,-0.1,42,0.9,.,1%,.,0.5%,0%,.,.,i,31
CCOC(=O)CC1CCCCN1C(=O)CCCn1nnnc1CN1CCC(C)CC1 (centres undefined),-0.1,73,.,0.0%,20%,2%,-0.5%,-3%,i,1.5,i,30
O=C(NC(=S)Nc1ccc(CN2CCOCC2)cc1)c1cccc([N+](=O)[O-])c1,2.8,47,1,1.1%[50 µM],16%,-5%,-0.3%,-8%,i,2.8,i,4
CC(C)(C)OCC1CO1 (centres undefined),-0.4,57,.,-0.4%,.,1%,0.5%,.,i,1.8,i,18
COc1ccccc1OCc1ccc(C(=O)N2N=C(C(F)F)CC2(O)C(F)F)o1 (centres undefined),0.0,66,1.1,1.6%,8%,2%,1.7%,-15%,i,0.6,i,11
O=C1CC[C@@]23CCCN2C(=O)CCCC3C1 (some centres undefined),-1.0,50,.,0.0%,.,-1%,.,.,i,1.3,.,.
Cc1cc(NC(=O)CCCC(=O)N(CC(=O)NC2CCCCC2)c2ccccc2)no1,0.4,91,1.1,0.3%,8%,4%,0.7%,-7%,i,0.4,i,29
CCOC(=O)c1nnc(-c2ccccc2)nc1NCc1ccc(Cl)cc1,15,76,1.1,0.0%,17%,8%,2.5%,-3%,i,0.5,i,37
FC(F)(F)c1cnc(N2CCN(C(=S)NCc3ccccc3)CC2)c(Cl)c1,2.8,44,.,1.0%,10%,6%,.,-12%,i,0.3,i,34
COc1nnc(OC)c2ccccc12,-0.9,58,1.1,2.7%[50 µM],6%,3%,1.2%,8%,i,1.4,i,31
C=CC[C@@H](CC(=O)N[C@H](CO)Cc1ccccc1)C(=O)N[C@H](COC(=O)[C@@H](CC=C)Cc1ccc(F)cc1)Cc1ccccc1,6.8,52,.,2.9%,.,7%,.,.,i,1.8,i,22
CCC(C(=O)NC1CCCC1)N(Cc1ccco1)C(=O)CNS(=O)(=O)c1ccccc1 (centres undefined),4.1,39,.,0.4%,5%,6%,0.3%,-5%,i,3.1,i,30
CCCS(=O)(=O)NCCc1cc2c(OC)ccc(OC)c2[nH]c1=O,1.1,46,1.1,0.6%,24%,7%,2.2%,-10%,i,1.9,i,66
CCC(=O)Nc1ccc(NC(=S)NC(=O)c2oc3ccccc3c2C)cc1,-0.5,32,1.1,0.2%,-2%,0%,5.4%,-7%,i,1.2,i,47
CCN(CC)S(=O)(=O)c1cccc(-c2nnc(SCC(=O)c3cc(C)n(C)c3C)o2)c1,5.6,77,1.1,-1.5%,0%,7%,2.5%,-1%,i,1.7,i,41
O=C(C1CCC(=O)N1Cc1cccnc1)N1CCN(c2ccc(F)cc2)CC1 (centres undefined),2.9,92,1.2,-1.5%,0%,10%,0.7%,-2%,i,1.9,i,30
O=C(CN1C(=O)c2ccccc2C1=O)NNC1=NS(=O)(=O)c2ccccc21,1.1,47,1,3.1%,1%,9%,2.1%,-10%,i,0.9,i,44
C=CCn1c(=N)c(C(=O)NCCCOC)cc2c(=O)n3cc(C)ccc3nc21,0.7,86,1.1,0.0%,7%,6%,-1.2%,8%,i,0.6,i,48
CCN(CC)C(=O)Cn1c(=O)n(-c2ccc(CC(=O)NCc3ccccc3)cc2)c(=O)c2sccc21,0.4,76,1,0.1%,9%,12%,0.8%,-3%,i,0.7,i,57
